Tau ThT inhib: inhibitors of human tau fibril formation, thioflavin T binding; AID 1460; recombinant tau K18 P301L (four-repeat tau fragment), heparin-induced fibrillization, ThT fluorescence; P10636; 2.1% of 270,000 active; Potency, µM (highest dose often 57.4 µM), for the others: at the top dose activity, negative = inhibition, most hits filed as inhibitors; also: % is scaled to controls: 0 for no effect and ±100 for the full control effect; nearly all actives have a fitted effect of over 55% in size
Target sequence (P10636 561-689 P618L limits assumed): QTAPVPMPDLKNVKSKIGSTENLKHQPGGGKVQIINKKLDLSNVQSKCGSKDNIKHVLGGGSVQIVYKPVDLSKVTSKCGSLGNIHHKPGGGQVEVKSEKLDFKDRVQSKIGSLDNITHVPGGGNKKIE
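K18 P301L tau (15 uM + 0.24 uM Alexa 594-tagged), heparin 20 uM, NaOAc pH 7, 6 h 37 C; ThT 30 uM, 1 h RT, ex 450/em 510 nm.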
KDM4E inh: inhibitors of human JMJD2E histone demethylase | B2RXH2 | JMJD2E catalytic domain, FDH-coupled NADH fluorescence (FDH is formaldehyde dehydrogenase) | Potency, µM (titrated, usually from 57.1 µM), for inactives: at the highest dose activity change, negative = inhibition, most hits filed as inhibitors | 1.6% of 230,000 active; active = well fitted inhibition curve with a large enough effect, not every such curve was filed as active; inconclusive = small, poorly fitted or top-dose-only effect, or another doubt; inactive = no such curve, though single readings can be large or run the other way;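 also: 0% = wells with enzyme and -100% = buffer wells without enzyme; nearly all actives have a fitted effect of over 50% in size; many of its hits are not listed in these tables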
L3MBTL1 block: L3MBTL1 (human) inhibition. AlphaScreen L3MBTL1–H3K9me1 peptide binding. Potency, µM (series often up to 57.1 µM), without a hit: top-dose activity, negative = inhibition, hits mostly inhibitors. 0.66% of 230,000 active. AID 485360; also: % is scaled to controls: 0 for no effect and ±100 for the full control effect; nearly all actives have a fitted effect of over 60% in size
Target sequence (Q9Y468 whole entry, looked up): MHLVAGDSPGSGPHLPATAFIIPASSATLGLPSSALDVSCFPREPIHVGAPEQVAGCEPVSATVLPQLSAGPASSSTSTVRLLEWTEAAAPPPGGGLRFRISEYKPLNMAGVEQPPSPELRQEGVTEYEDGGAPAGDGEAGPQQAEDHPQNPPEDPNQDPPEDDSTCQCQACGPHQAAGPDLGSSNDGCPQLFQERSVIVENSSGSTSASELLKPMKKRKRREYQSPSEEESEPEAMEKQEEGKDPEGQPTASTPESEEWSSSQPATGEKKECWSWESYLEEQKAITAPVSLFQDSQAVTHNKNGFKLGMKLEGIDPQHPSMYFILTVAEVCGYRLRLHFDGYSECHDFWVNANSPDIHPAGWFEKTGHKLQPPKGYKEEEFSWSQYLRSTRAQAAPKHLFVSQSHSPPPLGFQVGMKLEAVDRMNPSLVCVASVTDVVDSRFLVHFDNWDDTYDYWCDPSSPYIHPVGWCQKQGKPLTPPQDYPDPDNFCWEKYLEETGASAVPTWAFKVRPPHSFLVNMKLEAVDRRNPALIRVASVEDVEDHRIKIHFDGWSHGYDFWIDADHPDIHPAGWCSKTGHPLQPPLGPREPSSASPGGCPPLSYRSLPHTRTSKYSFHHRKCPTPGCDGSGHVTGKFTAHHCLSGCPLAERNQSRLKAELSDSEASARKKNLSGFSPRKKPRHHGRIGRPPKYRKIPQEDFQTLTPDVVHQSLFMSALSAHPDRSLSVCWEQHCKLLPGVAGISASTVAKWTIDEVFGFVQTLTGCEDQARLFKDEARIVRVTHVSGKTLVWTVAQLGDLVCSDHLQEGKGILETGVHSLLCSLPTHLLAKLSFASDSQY
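First, the protein-peptide complex forms for 30 min at room temperature (L3MBTL1 50 nM, biotinylated H3K9me1 peptide 75 nM). Next, compounds are pin-transferred and incubated 30 min. Finally, AlphaScreen beads are added and read after 30 min.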
KinaseGlo FLuc: counter-screen: inhibitors of Kinase-Glo firefly luciferase; AID 1379; 0.28% of 200,000 active; Kinase-Glo luciferase, ATP luminescence, 8 min; Potency, µM (doses to about 38.3 µM), inactives show at the top dose activity change, negative = inhibition, hits mostly inhibitors; Q27757; also: % is scaled to controls: 0 for no effect and ±100 for the full control effect; nearly all actives have a fitted effect of over 60% in size
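Compound is pinned into ATP-containing buffer (10 uM ATP, imidazole pH 7.2, 7 mM MgCl2). Kinase-Glo luciferase reagent is then added. Light output is recorded following an 8-min room-temperature incubation.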
LMNA splice mod: modulators of lamin A splicing; HeLa LMNA splicing GFP/RFP minigene ratio, 48 h; Potency, µM (series often up to 46.1 µM), without a hit: top-dose ratio change, negative = inhibition, hits mostly inhibitors; 0.01% of 200,000 active; AID 1487; active = well fitted inhibition curve with a large enough effect in the signal ratio, with a control signal flat, not every such curve was filed as active; inconclusive = small, poorly fitted or top-dose-only effect, or effect the other way, or a change in a side signal; the % refers to the signal ratio; also: % is scaled to controls: 0 for no effect and ±100 for the full control effect
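S3 HeLa cells stably expressing lamin A-EGFP splicing minigene plus DsRed2, 600 cells/well, 48 h compound exposure at 37C. Laser-scanning cytometry; analysed as GFP (500-530 nm)/RFP (575-640 nm) total intensity ratio; 0.5% DMSO vehicle.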
RECQ1 helicase: RECQ1 (human) helicase inhibition | Potency, µM (titrated, usually from 57.3 µM), inactives show at the highest dose activity, negative = inhibition, actives largely listed as inhibitors | P46063 | 0.54% of 240,000 active | AID 2549 | RECQ1 DNA unwinding, red fluorescence kinetic read;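 also: plate controls were vehicle for no effect and no enzyme for full effect; nearly all actives have a fitted effect of over 30% in size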
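RECQ1T1 50 nM; forked duplex (20 bp + 30-nt ss tails) 200 nM, ATP 2 mM final; pH 8.0, 2 mM MgCl2, 2.5 ug/ml poly(dI-dC); 15 min compound preincubation; discontinuous kinetic read over 2 h at RT.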
SMN2 splice up: increases expression of the SMN2 splice variant; Potency, µM (titrated, usually from 46.1 µM), for the others: at the highest dose activity change, positive = activation, usual class: activators; HEK293 SMN2-luciferase splicing reporter, luminescence, 30-36 h; 2.8% of 210,000 active; AID 1458; also: % of control where 0% means no effect; nearly all actives have a fitted effect of over 55% in size
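HEK293 cells carry an SMN2 […]–luciferase reporter in which exon 7 inclusion puts luciferase in frame. Cells were plated 10-12 h before compound addition, then incubated 30-36 h at 37C. ONE-Glo luminescence was read; sodium butyrate at 4.5 mM final served as control.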
ALDH1A1 inh: blocks purified human ALDH1A1 activity; 7.3% of 220,000 active; Potency, µM (titrated, usually from 75.3 µM), for inactives: top-dose activity, negative = inhibition, hits mostly inhibitors; Purified ALDH1A1, NADH fluorescence, propionaldehyde substrate; active = well fitted inhibition curve with a large enough effect, not every such curve was filed as active; inconclusive = small, poorly fitted or top-dose-only effect, or another doubt; inactive = no such curve, though single readings can be large or run the other way;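 also: plate controls were no enzyme wells and a reference inhibitor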
Starred values were filed as active, the others as inactive; & = joins results of further samples; [ ] = dose if it differs, or a comment. Unless noted, calls follow the shape of the dose curve; as a rule, active = well fitted curve in the direction sought with a large enough effect; inconclusive = small, poorly fitted or top-dose-only effect, or another doubt; inactive = no such curve, though single readings can be large; an effect the other way counts as inactive or inconclusive. Potency is read from the fitted curve at half-maximal effect. Not all compounds are listed; rates above refer to the full screens.

How did CC(C)(C)C(=O)NC1CCN(S(C)(=O)=O)CC1 do in these assays?
Tau ThT inhib: 5%; KDM4E inh: -2%; L3MBTL1 block: 7%; KinaseGlo FLuc: -1%; LMNA splice mod: -2%; RECQ1 helicase: -1%; SMN2 splice up: 21%; ALDH1A1 inh: 13%

How did O=C(CN1C(=O)NC2NC(=O)NC21)N/N=C/c1ccccc1F (stereo unspecified) do in these assays?
Tau ThT inhib: 0%; KDM4E inh: 3%; L3MBTL1 block: 8%; KinaseGlo FLuc: -5%; LMNA splice mod: -12%[46 µM]; RECQ1 helicase: -14%; SMN2 splice up: 0%; ALDH1A1 inh: 6%

Results for COc1ccc(CNC(=O)/C(C)=C\C(=O)O)cc1 ?
Tau ThT inhib: -15%; KDM4E inh: -2%; KinaseGlo FLuc: -2%; RECQ1 helicase: 1%; SMN2 splice up: -34%; ALDH1A1 inh: -13%

Results for Cc1nnc(NC(=O)CSc2cn(CCNC(=O)c3ccccc3)c3ccccc23)s1 ?
Tau ThT inhib: inconclusive; KDM4E inh: -11%; L3MBTL1 block: -1%; KinaseGlo FLuc: -2%; LMNA splice mod: inconclusive; RECQ1 helicase: -6%; SMN2 splice up: -19%; ALDH1A1 inh: 1.6µM*

Results for O=C(CS(=O)(=O)c1c[nH]c2ccccc12)NC1CCCCC1 ?
Tau ThT inhib: -4%; KDM4E inh: -2%; L3MBTL1 block: 0%; KinaseGlo FLuc: 1%; LMNA splice mod: -15%; RECQ1 helicase: 5%; SMN2 splice up: 0%; ALDH1A1 inh: -6%

How did COc1ccc(N(CC(=O)Nc2cccc(N(C)S(C)(=O)=O)c2)S(=O)(=O)c2ccc(F)cc2)cc1 do in these assays?
Tau ThT inhib: -9%; KDM4E inh: -1%; L3MBTL1 block: 1%; RECQ1 helicase: -2%

Results for CC(=O)NC1=NN(C(C)=O)C(C)(c2cccs2)S1 (stereo unspecified) ?
Tau ThT inhib: -4%; KDM4E inh: 3%; L3MBTL1 block: 0%; KinaseGlo FLuc: -4%; LMNA splice mod: inconclusive; RECQ1 helicase: -6%; SMN2 splice up: -16%; ALDH1A1 inh: 1%

Results for CCc1ccc(N=CC23c4ccccc4C(c4ccccc42)C2C(=O)N(c4ccc(OC)cc4)C(=O)C23)cc1 (stereo unspecified) ?
Tau ThT inhib: -6%; KDM4E inh: 0%; L3MBTL1 block: 2%; KinaseGlo FLuc: 1%; LMNA splice mod: inconclusive; RECQ1 helicase: -9%; SMN2 splice up: 11%; ALDH1A1 inh: 11%

Results for Cc1nnc(SCC(=O)N(C(C)C)C(C)C)nc1C ?
Tau ThT inhib: -6%; KDM4E inh: 4%; L3MBTL1 block: 17%; KinaseGlo FLuc: -3%; LMNA splice mod: -5%; RECQ1 helicase: -2%; SMN2 splice up: -6%; ALDH1A1 inh: inconclusive

Results for CCC1c2ccc(C)n2CCN1C(=O)Nc1cc(Cl)ccc1OC (stereo unspecified) ?
Tau ThT inhib: 22µM*; KDM4E inh: 0%; L3MBTL1 block: 5%[11.4 µM]; KinaseGlo FLuc: 1%; LMNA splice mod: -7%; RECQ1 helicase: -1%; SMN2 splice up: -15%; ALDH1A1 inh: inconclusive

Of the compounds above, these have four or more nitrogen atoms.
How did O=C(CN1C(=O)NC2NC(=O)NC21)N/N=C/c1ccccc1F (stereo unspecified) do in these assays?
Tau ThT inhib: 0%; KDM4E inh: 3%; L3MBTL1 block: 8%; KinaseGlo FLuc: -5%; LMNA splice mod: -12%[46 µM]; RECQ1 helicase: -14%; SMN2 splice up: 0%; ALDH1A1 inh: 6%

Results for Cc1nnc(NC(=O)CSc2cn(CCNC(=O)c3ccccc3)c3ccccc23)s1 ?
Tau ThT inhib: inconclusive; KDM4E inh: -11%; L3MBTL1 block: -1%; KinaseGlo FLuc: -2%; LMNA splice mod: inconclusive; RECQ1 helicase: -6%; SMN2 splice up: -19%; ALDH1A1 inh: 1.6µM*

Results for Cc1nnc(SCC(=O)N(C(C)C)C(C)C)nc1C ?
Tau ThT inhib: -6%; KDM4E inh: 4%; L3MBTL1 block: 17%; KinaseGlo FLuc: -3%; LMNA splice mod: -5%; RECQ1 helicase: -2%; SMN2 splice up: -6%; ALDH1A1 inh: inconclusive

The listing continues:
Results for CCCn1nnnc1SCC(=O)NCc1ccc2c(c1)OCO2 ?
Tau ThT inhib: -9%; KDM4E inh: 6%; L3MBTL1 block: 8%; KinaseGlo FLuc: -2%; LMNA splice mod: -7%; RECQ1 helicase: -5%; SMN2 splice up: 3%; ALDH1A1 inh: inconclusive

What do the screens show for `COc1ccc(C2c3c(ccc4ccccc34)Oc3ncn4nc(Cc5ccc(OC)c(OC)c5)nc4c32)cc1` (stereo unspecified)?
Tau ThT inhib: -3%; KDM4E inh: -7%; L3MBTL1 block: -4%; KinaseGlo FLuc: 0%; LMNA splice mod: -6%; RECQ1 helicase: -20%; SMN2 splice up: 16%; ALDH1A1 inh: 8%

What do the screens show for `CCCc1ccc(-c2csc(NC(=O)Cc3cccs3)n2)cc1`?
Tau ThT inhib: -13%; KDM4E inh: 12%; KinaseGlo FLuc: 6%; LMNA splice mod: inconclusive; RECQ1 helicase: -5%; SMN2 splice up: -91%[inhibitor]; ALDH1A1 inh: -2%

Results for Cc1ccc2cc(C)c3nnc(SCC(=O)NCc4ccco4)n3c2c1 ?
Tau ThT inhib: -9%; KDM4E inh: -19%; L3MBTL1 block: -19%; KinaseGlo FLuc: -1%; LMNA splice mod: 3%; RECQ1 helicase: inactive; SMN2 splice up: -10%; ALDH1A1 inh: -4%

What do the screens show for `COc1ccc(NC(=O)/C(N=Nc2cc(S(=O)(=O)Nc3ccc(OC)cc3)ccc2OC)=C(\C)O)cc1`?
Tau ThT inhib: 3%; KDM4E inh: -24%; L3MBTL1 block: -5%; KinaseGlo FLuc: 2%; LMNA splice mod: -20%[46 µM]; RECQ1 helicase: -3%; SMN2 splice up: 6%; ALDH1A1 inh: 9%

What do the screens show for `COc1ccc(C)cc1NC(=S)NNC(=O)c1ccccc1Cl`?
Tau ThT inhib: inconclusive; KDM4E inh: 30%[activator]; KinaseGlo FLuc: -3%; LMNA splice mod: -4%; RECQ1 helicase: inactive; SMN2 splice up: -9%; ALDH1A1 inh: -4%

What do the screens show for `CCC1=Nc2cc(C(=O)NCC3CCCO3)ccc2Sc2ccc(Cl)cc21` (stereo unspecified)?
Tau ThT inhib: -1%; KDM4E inh: 4%; L3MBTL1 block: -16%; RECQ1 helicase: inactive

How did Cc1ccc(-n2c3c(c(=O)[nH]c2=O)C(NS(=O)(=O)c2ccc(Cl)cc2)(C(F)(F)F)C(=O)N3)cc1 (stereo unspecified) do in these assays?
Tau ThT inhib: -3%&-5%; KDM4E inh: inconclusive; L3MBTL1 block: 4%; LMNA splice mod: -11%; RECQ1 helicase: -4%; SMN2 splice up: 5%; ALDH1A1 inh: 6%

What do the screens show for `Cc1c(Cl)cccc1Nc1nc(N)nc(CN2CCc3ccccc3C2)n1`?
Tau ThT inhib: -16%; KDM4E inh: inconclusive; KinaseGlo FLuc: 0%; LMNA splice mod: 0%; RECQ1 helicase: -13%; SMN2 splice up: 22%; ALDH1A1 inh: -5%

Results for COc1ccc(-c2[nH]n(-c3ccc([N+](=O)[O-])cc3)c(=O)c2C=NCC2CCCO2)cc1 (stereo unspecified) ?
Tau ThT inhib: inconclusive; KDM4E inh: 0%; L3MBTL1 block: 5%; RECQ1 helicase: inactive; ALDH1A1 inh: -4%

Results for O=c1c2ccccc2ncn1-c1ccccc1F ?
Tau ThT inhib: 1%; KDM4E inh: 7%; L3MBTL1 block: 13%; KinaseGlo FLuc: 1%; LMNA splice mod: inconclusive; RECQ1 helicase: inactive; ALDH1A1 inh: 1%

How did CC1=NC(=O)C(N=Nc2cccc(O)c2)N1c1ccccc1 (stereo unspecified) do in these assays?
Tau ThT inhib: 5µM*; KDM4E inh: -9%; KinaseGlo FLuc: -3%; LMNA splice mod: -8%; RECQ1 helicase: -2%; SMN2 splice up: -11%; ALDH1A1 inh: 5%

What do the screens show for `COc1ccc(C(=O)Nc2c(F)c(F)c(F)c(F)c2F)c(OC)c1`?
Tau ThT inhib: -9%; KDM4E inh: 0%; KinaseGlo FLuc: 0%; LMNA splice mod: 2%; RECQ1 helicase: inactive; SMN2 splice up: 7%; ALDH1A1 inh: 8%

What do the screens show for `COC(=O)c1cccc(NC(=O)CCCOc2ccccc2)c1`?
Tau ThT inhib: -20%; KDM4E inh: 0%; L3MBTL1 block: -2%; KinaseGlo FLuc: -5%; LMNA splice mod: 7%; RECQ1 helicase: -4%; SMN2 splice up: 9%; ALDH1A1 inh: inconclusive

Results for CSC1=NCCN1C(=O)COc1ccc2ccccc2c1 ?
Tau ThT inhib: -18%; KDM4E inh: -5%; KinaseGlo FLuc: -6%; LMNA splice mod: 6%; RECQ1 helicase: -7%; SMN2 splice up: 2%; ALDH1A1 inh: 14%

Results for COCCNC(=O)CS(=O)(=O)Cc1nc(-c2ccc(C)cc2)oc1C ?
Tau ThT inhib: -7%; KDM4E inh: -9%; KinaseGlo FLuc: 20%; LMNA splice mod: 3%; RECQ1 helicase: -6%; SMN2 splice up: -18%; ALDH1A1 inh: -3%

What do the screens show for `C[C@]12CCC(=O)C=C1CCC1C2C(O)C[C@]2(C)C1CC[C@]2(O)C(=O)COC(=O)CCC(=O)O` (stereo partly specified)?
Tau ThT inhib: 1%; KDM4E inh: 1%; KinaseGlo FLuc: -3%; RECQ1 helicase: 7%; SMN2 splice up: 6%; ALDH1A1 inh: -8%

How did O=C(NNC(=S)NC(=O)c1cccnc1)c1ccc(F)cc1 do in these assays?
Tau ThT inhib: -14%; KDM4E inh: 3%; L3MBTL1 block: 15%; RECQ1 helicase: -9%

Bioassay records (PubChem BioAssay)
